Screens from PubChem.
FBPA coupling cs: qHTS Assay for Inhibitors of Fructose-1,6-bisphosphate Aldolase from Giardia Lamblia: Coupling assay counterscreen; 290,000 compounds, 0.67% hits; coupling enzyme system counterscreen, AmpLite Red fluorescence; AID 2472, 2010; activity change, negative = inhibition, % at 58.2 µM, hits read low; in the data active = activity change below about -30%
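Activity here indicates interference with the coupling reaction, not aldolase inhibition. Compounds at 57.5 uM final met coupling enzymes for 10 min at RT; substrate and AmpLite Red detection followed, with a 525/598 nm fluorescence read after 20 min.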
uPA surface inh: qHTS for Inhibitors of Cell Surface uPA Generation; cell surface uPA generation assay, qHTS; Potency, µM (titrated, usually from 38.3 µM), for inactives: at the top dose activity change, negative = inhibition, hits mostly inhibitors; 330,000 compounds, 0.31% hits; active = well fitted inhibition curve with a large enough effect; inconclusive = small, poorly fitted or top-dose-only effect; inactive = no such curve, though single readings can be large or run the other way; tested in mouse RAW 264.7 cells; also: potency is read from the fitted curve at half-maximal effect; nearly all actives have a fitted effect of over 55% in size
B2AR arrestin: qHTS assay of beta-arrestin-biased ligands of beta2-adrenergic receptor | 330,000 compounds, 0.02% hits | AID 492947, 2010 | beta-arrestin recruitment to beta2AR, cell-based reporter | Beta-2 adrenergic receptor (Homo sapiens), P07550 | Potency, µM (series often up to 46.1 µM), without a hit: at the top dose activation, most hits filed as activators;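 also: potency is read from the fitted curve at half-maximal effect; 0% = DMSO controls and full agonism = EC100 isoproterenol or metaproterenol; nearly all actives have a fitted effect of over 65% in size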
Target sequence (P07550 whole entry, looked up): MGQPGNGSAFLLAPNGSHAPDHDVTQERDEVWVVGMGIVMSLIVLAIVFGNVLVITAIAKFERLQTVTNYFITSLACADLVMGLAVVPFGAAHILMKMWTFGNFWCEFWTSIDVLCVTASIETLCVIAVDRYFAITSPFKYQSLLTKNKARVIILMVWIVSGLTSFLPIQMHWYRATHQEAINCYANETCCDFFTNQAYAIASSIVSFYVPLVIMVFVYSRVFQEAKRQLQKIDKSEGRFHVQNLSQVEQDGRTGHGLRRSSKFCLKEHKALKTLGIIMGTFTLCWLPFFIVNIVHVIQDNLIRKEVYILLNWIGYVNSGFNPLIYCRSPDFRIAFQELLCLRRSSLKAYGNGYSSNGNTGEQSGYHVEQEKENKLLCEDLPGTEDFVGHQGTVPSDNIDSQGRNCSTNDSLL
KCNH2 3.1 block: qHTS for Inhibitors of KCHN2 3.1: Mutant qHTS; Potassium voltage-gated channel subfamily H member 2, brain isoform KCNH2 3.1 (human); U2OS KCNH2 3.1, thallium flux FluxOr; hits give low values; activity change, % (tested at about 1.8 µM); 340,000 compounds, 0.95% hits;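 active = maximum activity change below -70%; inconclusive = maximum activity change from -70% to -50%; inactive = maximum activity change above -50%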;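 also: thallium influx rate constant from kinetic fluorescence after stimulation buffer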
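FluxOr-based Tl+ influx in U2OS cells transduced with KCNH2 3.1 virus; rate constants normalized to DMSO controls.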
Eya2 phos inh: qHTS Assay for Inhibitors of the Phosphatase Activity of Eya2; Protein phosphatase EYA2 (Homo sapiens), O00167; recombinant Eya2, OMFP fluorescence dephosphorylation (OMFP is methylfluorescein phosphate); Potency, µM (titrated, usually from 76.9 µM), without a hit: top-dose activity, negative = inhibition, hits mostly inhibitors; 330,000 compounds, 0.006% hits; also: potency is read from the fitted curve at half-maximal effect
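Eya2 (0.2 uM) preincubated 10 min at ambient with compound, then OMFP substrate added at 50 uM; 10 min reaction in 50 mM HEPES pH 7.5, 50 mM NaCl, 5 uM MgCl2, 0.05% BSA, 1 mM DTT. Fluorescence read at Ex 485/Em 525 nm.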
hERG WT inh: qHTS for Inhibitors of KCHN2 3.1: Wildtype qHTS; activity change, % at 1.84 µM; U2OS, BacMam KCNH2, thallium flux FluxOr; hits give low values; 340,000 compounds, 0.37% hits;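 active = maximum activity change below -70%; inconclusive = maximum activity change between -70% and -50%; inactive = maximum activity change above -50%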
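U2OS cells transduced with wild-type KCNH2 virus are loaded with FluxOr dye for 45 min, and thallium flux is measured in kinetic reads before and after stimulation buffer. Rate constants are normalized to DMSO controls.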
BCR signal inh: qHTS Assay to Find Inhibitors of Chronic Active B-Cell Receptor Signaling | ABC-DLBCL IkBa-CBG/CBR reporter, luminescence ratio, 4 h | Potency, µM (doses to about 46.1 µM), inactives show at the top dose ratio change, negative = lower green/red ratio, most hits filed as inhibitors | 340,000 compounds, 0.05% hits; active = well fitted inhibition curve with a large enough effect in the signal ratio, with a control signal flat, not every such curve was filed as active; inconclusive = small, poorly fitted or top-dose-only effect, or effect the other way, or a change in a side signal; the % refers to the signal ratio;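 also: potency is read from the fitted curve at half-maximal effect; plate controls were basal doxycycline-induced cells for no effect and cells given 10 µM MG132 for full effect; MG132 reads +100%, hits lower the ratio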
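Compounds up to 46 uM were incubated four hours with TMD8 cells whose green CBG68 luciferase is fused to IkappaBalpha; red CBR luminescence normalised the signal, and concentration-effect curves were fitted to fusion, red and ratio data.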
GALK inh: qHTS Assay for Inhibitors of Human Galactokinase (GALK); P51570; Purified GALK, Kinase-Glo residual ATP luminescence; Potency, µM (top dose mostly 57.5 µM), for the others: top-dose activity change, negative = inhibition, most hits filed as inhibitors; 270,000 compounds, 0.007% hits; AID 1868, 2009; also: potency is read from the fitted curve at half-maximal effect
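GALK at 5 nM final was combined with compound, 35 uM ATP and 100 uM galactose in HEPES pH8.0 with MgCl2 and DTT. The reaction ran one hour at room temperature before luminescent ATP detection.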
USP2a inh: qHTS Assay for Inhibitors of Ubiquitin-specific Protease USP2a Using CHOP2 as the Reporter | USP2 core, Ub-CHOP2 coupled fluorogenic reporter, 485/531 | 330,000 compounds, 0.01% hits | AID 463254, 2010 | Potency, µM (highest dose often 38.3 µM), for inactives: top-dose activity change, negative = inhibition, hits mostly inhibitors;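 also: potency is read from the fitted curve at half-maximal effect; plate controls were DMSO wells for no effect and full inhibition by NEM control for full effect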
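USP2 core (10nM final) preincubated 30min RT with compound in 20mM Tris-HCl pH 8.0, 2mM CaCl2, 2mM beta-mercaptoethanol, 0.05% CHAPS; 25nM Ub-CHOP2 plus 25nM reporter substrate added, fluorescence (Ex485/Em531) read after 60min.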
PKM2 activator: qHTS Assay for Activators of Human Muscle isoform 2 Pyruvate Kinase. Pyruvate kinase PKM (Homo sapiens), P14618. purified PKM2, Kinase-Glo ATP luminescence, activation; response scale: 0% is enzyme alone, no compound. Potency, µM (top dose mostly 57.5 µM), without a hit: top-dose activation, actives largely listed as activators. 260,000 compounds, 0.34% hits. AID 1631, 2009; also: potency is read from the fitted curve at half-maximal effect; nearly all actives have a fitted effect of over 55% in size
Target sequence (P14618 whole entry, looked up, canonical isoform): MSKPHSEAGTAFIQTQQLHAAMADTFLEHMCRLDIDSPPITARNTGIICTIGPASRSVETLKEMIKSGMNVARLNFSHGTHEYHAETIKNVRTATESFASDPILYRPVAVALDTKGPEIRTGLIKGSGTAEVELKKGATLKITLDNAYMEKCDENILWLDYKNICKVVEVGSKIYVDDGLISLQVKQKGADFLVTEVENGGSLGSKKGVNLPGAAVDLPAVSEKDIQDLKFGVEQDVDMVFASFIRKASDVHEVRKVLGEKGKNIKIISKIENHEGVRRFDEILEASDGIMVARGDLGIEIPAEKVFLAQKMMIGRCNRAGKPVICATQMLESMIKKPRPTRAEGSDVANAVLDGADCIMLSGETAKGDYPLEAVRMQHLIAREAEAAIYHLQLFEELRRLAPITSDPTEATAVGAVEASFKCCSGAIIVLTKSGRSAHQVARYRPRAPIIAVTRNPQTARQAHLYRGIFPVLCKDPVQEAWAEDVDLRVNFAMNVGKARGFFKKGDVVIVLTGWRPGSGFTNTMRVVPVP
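ATP formation by purified human PK-M2, quantified via coupled luciferase luminescence after 1 h at room temperature with 0.1 mM ADP and 0.5 mM PEP final.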
Giardia kill: Small Molecules that selectively kill Giardia lamblia: qHTS. Giardia lamblia trophozoite viability. activity change, % at 7.66 µM, hits read low. 340,000 compounds, 0.15% hits. AID 540267, 2011; in the data active = activity change below about -80%; inconclusive = between about -30% and that limit;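 also: parasites exposed to compound for two days anaerobically before the ATP read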
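Compounds were tested on trophozoites seeded at 100 cells/well and held 48 hrs at 37 deg C anaerobically. An ATP-based luminescent kit measured the remaining live cells.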
The depositor's hits bear a star; ? = inconclusive; . = no result given. Unless noted, calls follow the shape of the dose curve; as a rule, active = well fitted curve in the direction sought with a large enough effect; inconclusive = small, poorly fitted or top-dose-only effect, or another doubt; inactive = no such curve, though single readings can be large; an effect the other way counts as inactive or inconclusive. Unless noted, % is scaled to controls: 0 for no effect and ±100 for the full control effect.

SMILES	FBPA coupling cs	uPA surface inh	B2AR arrestin	KCNH2 3.1 block	Eya2 phos inh	hERG WT inh	BCR signal inh	GALK inh	USP2a inh	PKM2 activator	Giardia kill
CCc1cc(=O)oc2cc(C)cc(OCC(=O)N3CCC[C@@H]3C(=O)O)c12	1.6	-1.6%	-0.4%	-3.9	5.3%	13.9	-2.1%	.	-0.7%	3.0%	15.0
S=c1[nH]nc(-c2ccccc2)n1/N=C/c1ccc(Cl)cc1	5.3	2.5%	-0.6%	15.9	-8.4%	-9.9	2.1%	-3.4%	-1.5%	.	20.6
Cc1cc(Cl)nc(-c2ccccc2)n1	4.1	6.0%	-1.6%	19.6	2.5%	-4.5	-1.8%	-1.7%	0.0%	-2.3%	20.5
COc1ccccc1CNC(=O)c1cc(C2CC2)nc2c1cnn2C(C)C	.	1.1%	0.1%	-1.3	12.9%	-5.4	1.3%	.	3.2%	.	-4.6
O=C(NC1=NCCS1)c1ccc(Cl)c(S(=O)(=O)N2CCCCC2)c1	1.8	-5.5%	-0.2%	?	9.0%	5.5	-0.6%	0.7%	-2.0%	8.4%	2.9
COc1cc2c(cc1[N+](=O)[O-])n(C(C)C)c(=O)n2C(C)C	2.8	-26.5%	-0.1%	0.7	7.0%	-1.8	?	-3.6%	0.8%	7.7%	-2.9
O=C(Cc1ccc(NS(=O)(=O)c2ccc(F)cc2)cc1)NCc1ccccc1	1.3	-1.0%	-0.9%	-7.7	3.1%	-6.1	-9.6%	-0.5%	3.3%	16.9%	15.8
O=S(=O)(Nc1ncn[nH]1)c1ccc(Cl)cc1	-1.5	0.0%	-0.6%	-85.0*	-4.6%	-19.3	-0.7%	3.4%	0.1%	2.5%	-11.0
COc1ccc2c(c1)C(c1cccs1)=NNC(c1cccnc1)=N2	-4.4	2.0%	-0.1%	-19.4	-3.1%	-12.7	?	-1.7%	4.6%	4.3%	0.3
CC(=O)NC1=NN(C(C)=O)C(C)(CCS(=O)(=O)c2ccc(Cl)c(Cl)c2)S1 (configuration not stated)	0.2	1.6%	8.5%	1.0	-1.7%	5.5	3.8%	0.3%	1.7%	1.5%	-18.4

Single records, from the list above. Values in the order: FBPA coupling cs, uPA surface inh, B2AR arrestin, KCNH2 3.1 block, Eya2 phos inh, hERG WT inh, BCR signal inh, GALK inh, USP2a inh, PKM2 activator, Giardia kill
S=c1[nH]nc(-c2ccccc2)n1/N=C/c1ccc(Cl)cc1 is listed as 5.3, 2.5%, -0.6%, 15.9, -8.4%, -9.9, 2.1%, -3.4%, -1.5%, ., 20.6
CCc1cc(=O)oc2cc(C)cc(OCC(=O)N3CCC[C@@H]3C(=O)O)c12 is listed as 1.6, -1.6%, -0.4%, -3.9, 5.3%, 13.9, -2.1%, ., -0.7%, 3.0%, 15.0

Next section
SMILES	FBPA coupling cs	uPA surface inh	B2AR arrestin	KCNH2 3.1 block	Eya2 phos inh	hERG WT inh	BCR signal inh	GALK inh	USP2a inh	PKM2 activator	Giardia kill
CCCCNC(=O)N1CCN(C/C=C/c2ccccc2)CC1	0.1	-3.0%	-0.1%	0.3	2.6%	16.1	-5.8%	10.2%	0.9%	-10.0%	-12.9
Cc1ccc(NC(=O)COc2cccc(C)c2C)cc1S(=O)(=O)N1CCCCCC1	.	-3.8%	-0.2%	-5.2	-24.4%	-3.1	11.4%	.	3.9%	.	-16.0
O=C(COC(=O)c1cc(Cl)ccc1Cl)NC1CCCC1	0.6	1.5%	0.2%	-44.0	?	13.9	?	2.3%	2.7%	.	?
O=C(NCc1ccc(Cl)s1)C1CCC(=O)N(CCc2ccccn2)C1 (configuration not stated)	2.8	-1.5%	-0.3%	8.8	2.0%	-6.9	2.0%	-4.3%	3.5%	.	5.2
N#Cc1c(SCC(=O)Nc2cccc(C(F)(F)F)c2)sc2c(O)cc(=O)[nH]c12	0.0	-1.2%	-0.2%	-13.0	17.4%	-14.2	-21.6%	4.7%	-2.6%	4.7%	-9.2
COc1ccc(NC(=O)C2CC(=O)OC23CCOC(C)(C)C3)cc1 (configuration not stated)	0.4	2.4%	0.1%	-2.0	-3.6%	-0.8	3.0%	-1.0%	2.9%	-2.1%	11.7
COCCN(CC(=O)Nc1cccc(C)c1C)C(=O)CN1C(=O)NC2(CCCCC2)C1=O	.	?	-2.2%	-21.2	-8.4%	15.5	?	.	1.3%	.	7.9
Cc1ccc(S(=O)(=O)N[C@H](C(=O)N2CCC(C(=O)NCC(=O)O)CC2)C(C)C)cc1	-1.7	-2.2%	0.5%	4.9	-13.7%	-4.4	-0.5%	0.1%	3.0%	-0.7%	-5.3
CCOCCCNC(=S)N1CCC(NC(=O)C2CCCCC2)CC1	2.1	1.2%	0.2%	5.4	5.8%	3.4	?	-0.6%	0.9%	2.7%	3.6
O=C(c1ccco1)N1CCN(Cc2cccnc2)CC1	-3.0	4.7%	-0.1%	-1.8	-3.4%	5.8	-12.7%	-0.4%	1.7%	0.4%	-0.3
CCOC(=O)N1CCN(C(=O)COc2cc(=O)n(CC)c3ccccc23)CC1	1.9	-9.4%	-0.2%	-21.4	1.8%	-18.9	-1.3%	0.3%	-2.3%	-9.1%	-26.0
CC(C)(C)OC(=O)NCc1ccc(NC(=O)c2nc[nH]c2C(=O)N[C@@H](Cc2ccccc2)C(=O)OC(C)(C)C)cc1	-12.3	-9.3%	-0.3%	.	-16.7%	.	?	-1.3%	-9.9%	-0.9%	13.2
O=S(=O)(c1ccccc1)N1CCN(C2CCCCCCC2)CC1	-1.2	3.4%	0.0%	-11.2	-1.7%	23.9	17.5%	1.4%	-0.4%	-16.3%	5.7
Cc1ccnc(N2C(=O)c3cccc4c([N+](=O)[O-])ccc(c34)C2=O)c1	-16.8	?	0.7%	-7.2	-15.6%	-23.5	-6.7%	0.2%	2.6%	-0.6%	-20.4
O=C1c2ccccc2C(=O)N1CCN1CCOCC1	1.1	-18.4%	-0.1%	2.0	14.7%	-1.5	7.3%	1.0%	1.2%	-5.0%	8.8
O=C(Nc1ccccc1NC(=O)c1ccccc1Cl)c1ccccc1Cl	6.6	2.3%	0.2%	13.9	3.4%	4.3	2.6%	3.4%	2.5%	-0.1%	6.0
COc1ccccc1C1NC(=O)NC(C)=C1C(C)=O (configuration not stated)	-1.2	-1.4%	-0.6%	32.0	6.0%	-2.8	3.9%	-1.7%	-1.6%	-1.3%	4.5
COC(=O)CSc1nc(NC(C)C)nc(N(C)C)n1	-0.6	-7.0%	-0.9%	15.1	2.7%	-1.4	7.4%	-0.3%	2.4%	-1.2%	15.2
COc1ccc(C(CNC(=O)c2cc(S(=O)(=O)N3CCN(c4ccccc4)CC3)ccc2Cl)N(C)C)cc1 (configuration not stated)	.	?	0.0%	-11.3	-10.8%	-3.4	-1.6%	.	1.7%	.	-10.8
C/C(=N\Nc1ccc(Cl)c(C(=O)O)c1)c1ccc[nH]1	-3.4	5.3%	-0.8%	7.9	5.5%	-1.7	?	-1.7%	12.2%	2.5%	3.3
COc1ccc(NC(=O)c2csc(Cc3ccc(Cl)cc3)n2)cc1	-0.1	-6.0%	0.3%	-11.4	-0.1%	-5.8	-0.1%	6.5%	-0.1%	1.0%	-29.5
CCN(CC(=O)Nc1c(F)cccc1F)C(=O)CSc1ccc(F)cc1	.	0.3%	-0.2%	-0.7	25.3%	-3.9	-2.8%	.	-1.2%	.	29.3
CCn1c(C)csc1=NC(=O)c1ccccc1O	-11.3	-17.2%	-0.6%	-6.2	-9.4%	-14.3	?	0.4%	4.5%	7.5%	-24.7
CCOc1ccc(C(=O)NNC2CC(=O)N(CCc3ccccc3)C2=O)cc1OC (configuration not stated)	-3.3	5.1%	4.7%	1.2	11.8%	1.7	5.4%	0.3%	1.7%	-6.6%	6.3
COc1ccccc1C(O)(c1ccccc1)C(CN1CCOCC1)c1ccccc1 (configuration not stated)	-0.4	?	-1.0%	2.0	-1.2%	3.0	?	0.6%	0.0%	-7.0%	-9.7
C[C@@H](NC(=O)c1nc[nH]c1C(=O)N[C@H](C)c1ccccc1)c1ccccc1	.	-13.0%	0.3%	9.0	-0.4%	1.5	5.1%	.	-11.3%	.	7.3
Nc1nc(CSc2nc3ccccc3[nH]2)nc(N2CCOCC2)n1	2.2	-1.8%	-0.4%	13.0	2.5%	1.5	-10.7%	3.2%	2.7%	-19.6%	-2.1
CC1=NN(C(=O)c2ccccc2Cl)C(O)(c2cccnc2)C1 (configuration not stated)	1.3	0.1%	0.2%	5.6	-0.8%	-15.7	?	5.4%	0.7%	-2.3%	6.4
